PAX8 reporter – lowers PAX8-driven luciferase in RMG-I cells; RMG-I TPO-luciferase reporter, SteadyGlo, 24 h; inhibition, % at 12.6 µM; 360,000 tested, 1.2% active;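 active = mean replicate inhibition at least 60% with every replicate also reaching 60%; inconclusive = only one of the two criteria is met; inactive = mean below 60% and not all replicates reaching 60%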;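 also: luciferase light reporting Pax8 driven TPO promoter activity; plate controls were median of neutral control wells for no effect and mitoxantrone controls for full effect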
LGR2 inh – blocks bursicon-induced cAMP signaling via Drosophila LGR2 | HEK293 LGR2, CRE-luciferase, bursicon-stimulated, 4 h | AID 720647 | inhibition, % at 9.99 µM | 380,000 tested, 0.35% active;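 active = drop in luminescence signal, shown as inhibition above about 50% in the replicate tests, limit read from the data, passing the limit was not always enough; inconclusive = probably only some replicates passing the limit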;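 also: agonist challenge used bursicon conditioned medium at about half maximal strength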
EWS-Fli block – blocks EWS/Fli oncoprotein-driven transcription. A673 NR0B1-luciferase reporter, viability-normalised. inhibition, % at 12.6 µM. 350,000 tested, 0.67% active. AID 651661;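 active = mean inhibition of at least 50% after viability correction, with every replicate also passing that limit; inconclusive = mean reaches 50% but only one of two replicates passes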;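 also: firefly luciferase signal divided by Alamar Blue viability fluorescence both relative to DMSO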
Casp6 inh – inhibitors of human caspase-6; P55212; 350,000 tested, 0.53% active; AID 686996; inhibition, % at 12.5 µM; purified caspase-6, Z-VEID-R110 cleavage fluorescence;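 active = mean inhibition across replicates at least about 35%, with every replicate also reaching that limit, limit read from the data; inconclusive = only one of the two criteria met; inactive = neither criterion met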;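 also: 0% = median of neutral control wells and 100% = no fluorescence left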
Target sequence (P55212 24-179 limits assumed): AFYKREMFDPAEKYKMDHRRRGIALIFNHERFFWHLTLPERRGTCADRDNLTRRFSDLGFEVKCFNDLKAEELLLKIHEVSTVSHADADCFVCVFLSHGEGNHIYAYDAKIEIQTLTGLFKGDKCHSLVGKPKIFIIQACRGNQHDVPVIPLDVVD
Target sequence (P55212 194-293 limits assumed): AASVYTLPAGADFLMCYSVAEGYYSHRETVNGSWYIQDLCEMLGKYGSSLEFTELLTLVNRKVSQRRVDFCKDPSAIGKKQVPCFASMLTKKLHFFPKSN
DENV2 CPE – DENV2-induced cell death inhibition | 350,000 tested, 1.7% active | CPE inhibition, % at 9.99 µM | AID 651640 | DENV2-infected cells, cytopathic effect rescue, plate reader; in the data active = CPE inhibition above about 20%, passing the limit was not always enough; inconclusive = no clear call, values can overlap the other calls; tested in BHK-21 cells;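 also: 0% = median of neutral control wells and 100% = median of positive control wells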
SIRT5 inh – inhibitors of human sirtuin-5 desuccinylase | inhibition, % at 15 µM | Purified SirT5, succinyl-peptide AMC, trypsin-coupled fluorescence | 330,000 tested, 1.1% active; in the data active = inhibition above about 15%; inconclusive = no clear call, values can overlap the other calls
Target sequence (Q9NXA8 whole entry, looked up): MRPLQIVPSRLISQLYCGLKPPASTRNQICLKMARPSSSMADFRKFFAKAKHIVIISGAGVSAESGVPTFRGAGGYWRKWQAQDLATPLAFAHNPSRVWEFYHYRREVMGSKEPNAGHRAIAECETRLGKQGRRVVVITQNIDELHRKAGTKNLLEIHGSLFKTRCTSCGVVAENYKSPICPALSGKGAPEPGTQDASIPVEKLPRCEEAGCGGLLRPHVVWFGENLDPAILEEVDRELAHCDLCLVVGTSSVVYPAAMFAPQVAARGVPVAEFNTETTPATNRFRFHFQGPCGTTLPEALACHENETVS
ARNT TACC3 PPI – disruptors of human ARNT/TACC3 interaction; Q9Y6A5; AlphaScreen His-ARNT PAS-B/GST-TACC3 binding, luminescence; TACC3 fragment carries E629A point mutation; inhibition, % at 9.99 µM; 390,000 tested, 0.66% active; AID 623870;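 active = mean inhibition of replicates at least 50% and at least half of replicates each reaching 50%; inconclusive = half or more replicates reach 50% but mean below 50%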;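 also: 0% = complete ARNT plus TACC3 wells and 100% = ARNT alone without TACC3; many hits fall short of the cut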
* marks the source's active call; other numbers are inactive results.

Screening CNC(=O)C[C@H]1CC[C@@H]2[C@H](COC[C@H](O)CN2S(=O)(=O)c2ccccc2Cl)O1 returned LGR2 inh 13.7, DENV2 CPE 9.3 and ARNT TACC3 PPI -20.8.
CCCC#Cc1ccc2c(c1)O[C@H](CN(C)Cc1ccc3c(c1)OCO3)[C@H](C)CN([C@H](C)CO)S2(=O)=O was read as EWS-Fli block 10.9, Casp6 inh -0.7, DENV2 CPE -2.6, SIRT5 inh 0.2 and ARNT TACC3 PPI -3.9.
`CCC(C)NC(=O)CCSc1ccc(C)cc1` (stereo not given) gave PAX8 reporter 9.8, LGR2 inh -22.8 and ARNT TACC3 PPI 5.8.
O=C(Nc1ccc(Nc2ccccc2)cc1)c1ccccc1 was read as PAX8 reporter -121.6, LGR2 inh -75.5, EWS-Fli block -127.5, Casp6 inh 0.1, DENV2 CPE -9.9 and SIRT5 inh -2.5.
For COCC(=O)N1C[C@@H](C)[C@H](OC)CN(C)C(=O)c2cc(NC(=O)C3CCC3)ccc2OC[C@H]1C the results were PAX8 reporter 17.2, LGR2 inh 8.7, EWS-Fli block -3.2, Casp6 inh 0.2, DENV2 CPE 0.9, SIRT5 inh -2.3 and ARNT TACC3 PPI 8.5.
CC(C)c1ccc(NC(=O)CSc2n[nH]c(=O)n2-c2ccc3c(c2)OCCO3)cc1 was read as PAX8 reporter 13.9, LGR2 inh -2.0, EWS-Fli block 8.0, Casp6 inh 0.3, DENV2 CPE inconclusive and SIRT5 inh 0.2.
O=C(CNC(=O)c1ccc([N+](=O)[O-])cc1)N/N=C/c1c[nH]c2ccccc12 was read as LGR2 inh -0.4, EWS-Fli block 6.0, Casp6 inh 5.0, DENV2 CPE -3.2, SIRT5 inh 4.6 and ARNT TACC3 PPI -20.7.
`Cc1ccc(S(=O)(=O)Nc2ccc3c(c2)C(=O)N([C@@H](C)CO)C[C@@H](C)[C@H](CN(C)Cc2ccc(C(=O)O)cc2)OCCCC[C@@H](C)O3)cc1` gave PAX8 reporter 8.5, LGR2 inh -40.4, EWS-Fli block -8.6, Casp6 inh 2.1, DENV2 CPE 7.9, SIRT5 inh 0.8 and ARNT TACC3 PPI -0.6.
`O=S(=O)(c1ccc(F)cc1)N1CCN(CCc2ccccc2)CC1` gave PAX8 reporter 20.2, LGR2 inh -4.7, EWS-Fli block 7.5, Casp6 inh -1.2, DENV2 CPE 3.9 and ARNT TACC3 PPI -6.8.
`O=C(NCCC(F)(F)F)C1Cc2c(-c3cccc(F)c3)ccnc2O1` (stereo not given) gave LGR2 inh 13.8, EWS-Fli block -15.2, Casp6 inh -1.1, DENV2 CPE 10.7 and SIRT5 inh -4.8.
C[C@@H]1CN([C@@H](C)CO)C(=O)c2cccc(NC(=O)c3ccc(-c4nccs4)cc3)c2O[C@@H]1CN(C)Cc1ccc(C(F)(F)F)cc1 was read as LGR2 inh -1.7, EWS-Fli block 1.9, Casp6 inh 0.1, DENV2 CPE 0.5, SIRT5 inh 26.2* and ARNT TACC3 PPI 20.3.
`CC(=O)Nc1sc(N/N=C\c2ccc(O)cc2)nc1-c1cccs1` gave PAX8 reporter -32.1, LGR2 inh -24.8, EWS-Fli block -20.4, Casp6 inh 0.2, DENV2 CPE -0.1, SIRT5 inh -2.0 and ARNT TACC3 PPI 1.7.
CCCNC(=O)N1[C@H](C#N)[C@H](c2ccc(-c3cccc(OC)c3)cc2)[C@@H]1CO was read as PAX8 reporter 18.1, EWS-Fli block 17.1, Casp6 inh -2.2, SIRT5 inh 4.9 and ARNT TACC3 PPI -18.6.
Screening C[C@@H]1CCCCO[C@H](CN(C)S(=O)(=O)c2ccc(F)cc2)[C@H](C)CN([C@@H](C)CO)C(=O)c2cc(NC(=O)CCC(F)(F)F)ccc2O1 returned PAX8 reporter 11.0, LGR2 inh -5.2, EWS-Fli block 4.5, Casp6 inh 0.1, DENV2 CPE 2.6 and SIRT5 inh 4.4.
Screening Cc1cccc(OCC(=O)OC(C)CN2CCCCC2)c1 (stereo not given) returned PAX8 reporter -17.3, LGR2 inh -1.2, EWS-Fli block 12.2, Casp6 inh 3.2, DENV2 CPE 4.7, SIRT5 inh -1.8 and ARNT TACC3 PPI -4.0.

Filtered by structure: those above with an NH in an aromatic ring.
CC(C)c1ccc(NC(=O)CSc2n[nH]c(=O)n2-c2ccc3c(c2)OCCO3)cc1 was read as PAX8 reporter 13.9, LGR2 inh -2.0, EWS-Fli block 8.0, Casp6 inh 0.3, DENV2 CPE inconclusive and SIRT5 inh 0.2.
O=C(CNC(=O)c1ccc([N+](=O)[O-])cc1)N/N=C/c1c[nH]c2ccccc12 was read as LGR2 inh -0.4, EWS-Fli block 6.0, Casp6 inh 5.0, DENV2 CPE -3.2, SIRT5 inh 4.6 and ARNT TACC3 PPI -20.7.

The list continues:
`C[C@H](CO)N1C[C@H](C)[C@@H](CN(C)C(=O)Cc2ccncc2)Oc2cc(C#CC3CCCCC3)ccc2S1(=O)=O` gave LGR2 inh -3.3, EWS-Fli block 31.1, Casp6 inh 1.8, DENV2 CPE -7.3, SIRT5 inh 3.4 and ARNT TACC3 PPI 3.0.
Screening CCN1C(=O)C(O)(CC(=O)c2cccc(-n3cccc3)c2)c2ccccc21 (stereo not given) returned PAX8 reporter -8.3, LGR2 inh -11.0, EWS-Fli block 46.9, Casp6 inh -2.7, DENV2 CPE 5.7, SIRT5 inh -7.3 and ARNT TACC3 PPI 4.8.
Screening CCCCn1c(SCC(=O)Nc2cc(C)on2)nc2cc(S(N)(=O)=O)ccc21 returned PAX8 reporter -6.9, LGR2 inh 1.0, EWS-Fli block -0.1, Casp6 inh 2.8, DENV2 CPE 1.3, SIRT5 inh -2.5 and ARNT TACC3 PPI 29.3.
For CC(=O)O/N=C/c1c(C)c(C=O)n2ccccc12 the results were PAX8 reporter -32.1, LGR2 inh -3.8, EWS-Fli block 1.0, Casp6 inh 11.7, DENV2 CPE -1.1, SIRT5 inh -3.1 and ARNT TACC3 PPI 10.5.
For O=C(Cc1cccc(NC(=O)C2CCN(C(=O)C3CCCCC3)CC2)c1)Nc1cccc(C(=O)N2CCCC2)c1 the results were PAX8 reporter 8.5, LGR2 inh 6.7, EWS-Fli block 11.5, Casp6 inh 0.2, DENV2 CPE inconclusive and ARNT TACC3 PPI -3.5.
Screening Cc1ccc(Cl)cc1N1CCN(S(=O)(=O)c2cn(C)cn2)CC1 returned PAX8 reporter -17.4, LGR2 inh 8.7, Casp6 inh 0.9, DENV2 CPE 2.3, SIRT5 inh -1.6 and ARNT TACC3 PPI -0.5.
Screening C[C@H](CO)N1C[C@H](C)[C@@H](CN(C)C(=O)Nc2ccc(N3CCCCC3)cc2)OCc2cnnn2CCCC1=O returned LGR2 inh 13.3, EWS-Fli block -5.3, Casp6 inh -0.3, DENV2 CPE 4.1, SIRT5 inh 2.0 and ARNT TACC3 PPI -3.8.
C/C=C/c1ccc([C@H]2[C@@H](CO)N3CCCCN(C(=O)NC4CCCC4)C[C@H]23)cc1 was read as PAX8 reporter 7.1, LGR2 inh -11.1, EWS-Fli block 0.1 and ARNT TACC3 PPI -9.5.
`COC(=O)C1=C(C)NC(C)=C(C(=O)OC)C1c1ccccn1` gave EWS-Fli block 2.3, Casp6 inh 0.6, DENV2 CPE 2.4, SIRT5 inh 1.0 and ARNT TACC3 PPI 0.8.
For COc1ccccc1NC(=O)c1ccc(S(=O)(=O)N2CCCC2)cc1 the results were PAX8 reporter -25.1, LGR2 inh 0.0, EWS-Fli block -4.9, Casp6 inh 0.0, DENV2 CPE -2.4, SIRT5 inh -1.3 and ARNT TACC3 PPI -3.5.
CSc1ccc(CN2CCC(N3CC(C)OC(C)C3)CC2)cc1 (stereo not given) was read as PAX8 reporter 4.0, LGR2 inh -9.4, EWS-Fli block 7.6, Casp6 inh -5.9, DENV2 CPE 7.3, SIRT5 inh 0.7 and ARNT TACC3 PPI -8.4.
For C[C@@H]1CN([C@H](C)CO)C(=O)c2cc(NC(=O)CCC(F)(F)F)ccc2O[C@@H]1CN(C)Cc1ccccc1 the results were PAX8 reporter 5.0, LGR2 inh -14.1, EWS-Fli block -6.4, Casp6 inh 0.1, DENV2 CPE 1.4, SIRT5 inh 3.4 and ARNT TACC3 PPI -3.2.
For CCCS(=O)(=O)NC(=O)C1(C)CCN(C(=O)COc2ccc(Cl)cc2Cl)C1 (stereo not given) the results were PAX8 reporter -1.2, LGR2 inh 9.4, EWS-Fli block 8.1, Casp6 inh -1.9, DENV2 CPE 3.1 and SIRT5 inh -3.3.
Screening COc1ccc(S(=O)(=O)Nc2ccc3c(c2)C(=O)N([C@@H](C)CO)C[C@@H](C)[C@@H](CN(C)C(=O)Nc2cccc4ccccc24)OCCCC[C@H](C)O3)cc1 returned PAX8 reporter 23.2, LGR2 inh 4.0, EWS-Fli block 0.3, DENV2 CPE 1.7 and ARNT TACC3 PPI 1.9.
Screening Clc1ccccc1NN=Cc1ccccn1 returned PAX8 reporter -108.5, LGR2 inh -73.4, EWS-Fli block -41.2, Casp6 inh -1.2, DENV2 CPE -10.7 and SIRT5 inh 5.5.
Screening Cc1ccc(/C=C/C(=O)OC(C)C(=O)NC2CCCCC2C)o1 (stereo not given) returned PAX8 reporter -6.7, LGR2 inh -15.4, EWS-Fli block -0.4, Casp6 inh 9.2, DENV2 CPE -3.0, SIRT5 inh 4.8 and ARNT TACC3 PPI 0.4.
For CCN(Cc1cc(=O)[nH]c2ccccc12)C(=O)C(C)C the results were PAX8 reporter 16.0, LGR2 inh 3.0, EWS-Fli block 10.2, Casp6 inh 0.0, DENV2 CPE 1.8, SIRT5 inh -3.7 and ARNT TACC3 PPI -5.5.
COc1ccc(N2CCN(CCCNC(=O)C(=O)c3c(C)[nH]c4ccccc34)CC2)cc1 was read as PAX8 reporter 11.2, LGR2 inh 18.2, Casp6 inh -3.0, DENV2 CPE 2.2, SIRT5 inh 0.5 and ARNT TACC3 PPI 10.8.
`N#C[C@@H]1[C@H](c2ccccc2-c2ccccc2)[C@H](CO)N1C(=O)NC1CCCC1` gave PAX8 reporter -8.8, LGR2 inh 7.3, EWS-Fli block -3.1, DENV2 CPE -16.3 and SIRT5 inh -4.1.
Screening O=C(COc1ccc([N+](=O)[O-])cc1)NCC(c1cccs1)N1CCOCC1 (stereo not given) returned PAX8 reporter -3.9, LGR2 inh -14.0, EWS-Fli block 2.0, Casp6 inh 1.5, DENV2 CPE 0.9, SIRT5 inh -3.4 and ARNT TACC3 PPI -4.3.
C=CCNc1cc(N2CCCC2)ccc1[N+](=O)[O-] was read as PAX8 reporter -6.1, LGR2 inh 19.8, EWS-Fli block -15.6, Casp6 inh -1.1, DENV2 CPE -0.8, SIRT5 inh -0.7 and ARNT TACC3 PPI -21.4.
For O=C(NCCc1ccc(Cl)cc1)C1CCN(C(=O)N2CCOc3ccccc32)CC1 the results were PAX8 reporter 8.1, LGR2 inh 8.0, EWS-Fli block 4.9, Casp6 inh -1.2, DENV2 CPE 6.7, SIRT5 inh -20.8 and ARNT TACC3 PPI -4.2.
For O=C(OCN1C(=O)C(=O)c2ccccc21)c1ccc(Cl)cc1 the results were PAX8 reporter -4.0, LGR2 inh -13.7, EWS-Fli block 14.1, Casp6 inh -1.4, DENV2 CPE 0.0, SIRT5 inh -0.4 and ARNT TACC3 PPI -1.7.
Cc1cccc(NC(=O)CSc2nsc(SCC(=O)Nc3cccc(C)c3)c2C#N)c1 was read as PAX8 reporter 4.3, LGR2 inh -13.0, EWS-Fli block -26.0, Casp6 inh -4.9, DENV2 CPE -5.5 and SIRT5 inh 4.0.
CN(C)CCCn1c2c(c(SCC(=O)Nc3cccc4ccccc34)nc1=O)CCCC2 was read as PAX8 reporter 21.3, LGR2 inh -11.7, EWS-Fli block 4.5, Casp6 inh -5.2, DENV2 CPE -2.5 and SIRT5 inh 1.8.
CCCCn1c(N)c(N(CCC(C)C)C(=O)c2ccc([N+](=O)[O-])o2)c(=O)[nH]c1=O was read as PAX8 reporter -2.2, LGR2 inh 19.9, EWS-Fli block 1.2, Casp6 inh -1.4, DENV2 CPE -5.0, SIRT5 inh 0.7 and ARNT TACC3 PPI -12.9.

Assay outcomes as filed in PubChem.
